zVAD death inh – inhibitors of zVAD-triggered necroptosis, primary screen, L929 cells; L929 zVAD necroptosis rescue, ATP luminescence, 24 h; with zVAD 60 µM; viability rescue, % at 10 µM; 220,000 tested, 0.38% active; AID 1377, 2008;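 active means activation, scaled between plate controls, above about 75%, limit read from the data; inactive means activation under that limit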;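 further: 0% = zVAD with DMSO and 100% = DMSO alone without zVAD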
TbHK1 inh – Trypanosoma brucei hexokinase 1 inhibitors, primary screen, biochemical, G6PDH-coupled NADH absorbance, MLSCN library. hexokinase 1 [Trypanosoma brucei]. recombinant TbHK1, G6PDH-coupled NADH A340. inhibition, % at 10 µM. 220,000 tested, 0.11% active. AID 1430, 2008;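 active means inhibition of 50% or more in the single-dose primary screen; inactive means inhibition below 50%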
TNF death inh – inhibitors of TNF-alpha triggered necroptosis, primary screen, cell-based, Jurkat FADD-/-, single concentration | Jurkat FADD-/- TNF necroptosis rescue, ATP luminescence, 24 h; 0 = TNF only, 100 = no-TNF cells | activation (protection from cell death), % at 10 µM | 220,000 tested, 0.068% active;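 active means activation, meaning protection from cell death, of at least 50% relative to plate controls; inactive means activation below 50%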;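 further: necroptosis triggered by 40 ng/mL TNF-alpha added together with compound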
Wee1 degr inh – Wee1 degradation inhibitors, primary screen, cell-based, HeLa, Wee1K328M-luciferase, luminescence; Wee1-like protein kinase (Homo sapiens), P30291; HeLa Luc-Wee1K328M stability; 100% = proteasome inhibitor MG132 effect; reporter increase, % at 5 µM; 220,000 tested, 1.2% active; AID 1321, 2008;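 active means activation above the mean of all tested compounds plus 3 SD, set per screening run, cut at about 8.8% in these data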;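 further: cells exposed to compound for 20 h before luminescence read; 0% = DMSO alone and 100% = MG132 at 30 µM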
CHOP inhibitor – inhibitors of CHOP promoter induction, primary screen, cell-based, unfolded protein response, luciferase reporter | CHO-K1 CHOP-promoter luciferase, tunicamycin-induced, 15-18 h | inhibition, % at 10 µM | 220,000 tested, 3.8% active | AID 2732, 2010;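 active means compounds that reduced the stress-induced luciferase reporter signal by more than about 70% of percent inhibition, limit read from the data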;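 further: 0% = tunicamycin plus vehicle and 100% = wells without tunicamycin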
PPC-1+TRAIL kill – compounds killing PPC-1 cancer cells with TRAIL present, primary screen, TRAIL potentiator project, ATPLite luminescence, uHTS. cell killing (% activity), % at 4 µM. PPC-1 cells + TRAIL, ATPLite viability luminescence. 220,000 tested, 0.41% active;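 active means cell killing above 50% in the first pass at 4 µM, then a duplicate retest at 5 µM averaging 50% or more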;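 further: plate controls were cells with TRAIL plus DMSO for no effect and medium-only wells lacking cells for full effect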
EP2 antag – human EP2 receptor antagonists, primary screen, TR-FRET cAMP, C6 glioma cells; Prostaglandin E2 receptor EP2 subtype (Homo sapiens), P43116; C6 glioma cells expressing human EP2; cells stimulated with saturating PGE2; inhibition, % at 25 µM; 260,000 tested, 0.52% active; AID 1422, 2008;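 active means percent inhibition above 40 after rounding to a whole number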;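 further: rat C6 glioma host cells with rolipram phosphodiesterase inhibitor present; the protocol text gives 20 µM as final concentration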
Target sequence (P43116 whole entry, looked up): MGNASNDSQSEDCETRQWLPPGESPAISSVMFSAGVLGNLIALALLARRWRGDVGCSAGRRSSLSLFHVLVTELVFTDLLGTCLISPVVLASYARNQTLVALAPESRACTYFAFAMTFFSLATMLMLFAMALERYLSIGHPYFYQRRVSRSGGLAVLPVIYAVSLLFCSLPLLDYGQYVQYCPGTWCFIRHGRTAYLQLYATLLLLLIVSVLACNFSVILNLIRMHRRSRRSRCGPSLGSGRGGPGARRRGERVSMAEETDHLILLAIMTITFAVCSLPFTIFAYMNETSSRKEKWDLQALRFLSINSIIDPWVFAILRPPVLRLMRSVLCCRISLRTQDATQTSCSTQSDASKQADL
FXIIa inh – human FXIIa protease inhibitors, primary screen, biochemical, 1536-well; Coagulation factor XII (Homo sapiens), P00748; purified FXIIa, Boc-QGR-AMC fluorogenic substrate, 2 h; inhibition, % at 5 µM; 220,000 tested, 0.3% active; in the data active means inhibition above about 40%;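 further: 0% = enzyme with no compound and 100% = blank without enzyme; many of its hits are not listed in these tables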
Target sequence (P00748 20-372 limits assumed): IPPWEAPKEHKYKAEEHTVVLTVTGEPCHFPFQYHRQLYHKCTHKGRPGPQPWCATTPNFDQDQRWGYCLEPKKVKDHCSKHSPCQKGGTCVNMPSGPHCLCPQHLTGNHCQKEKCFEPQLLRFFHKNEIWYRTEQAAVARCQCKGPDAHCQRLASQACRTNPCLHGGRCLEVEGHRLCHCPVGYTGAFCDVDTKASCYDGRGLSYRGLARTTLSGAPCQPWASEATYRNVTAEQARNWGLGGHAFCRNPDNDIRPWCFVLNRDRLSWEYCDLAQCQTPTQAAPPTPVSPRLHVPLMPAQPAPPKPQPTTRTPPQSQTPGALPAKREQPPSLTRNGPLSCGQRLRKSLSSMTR
Target sequence (P00748 373-615 limits assumed): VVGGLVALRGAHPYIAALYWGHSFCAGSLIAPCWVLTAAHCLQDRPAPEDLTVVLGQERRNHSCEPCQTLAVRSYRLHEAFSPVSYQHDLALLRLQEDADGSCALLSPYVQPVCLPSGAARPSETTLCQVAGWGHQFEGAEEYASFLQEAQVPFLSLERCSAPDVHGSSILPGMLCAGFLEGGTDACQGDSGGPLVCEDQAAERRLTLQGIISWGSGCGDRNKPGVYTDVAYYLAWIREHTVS
FXIa inh – human FXIa protease inhibitors, primary screen, biochemical, 1536-well | Coagulation factor XI (Homo sapiens), P03951 | purified FXIa, Boc-Glu-Ala-Arg-AMC fluorogenic substrate | inhibition, % at 5 µM | 220,000 tested, 0.14% active | AID 798, 2007;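 active means inhibition of at least 40%; inactive means inhibition below 40%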;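 further: fluorescence of freed AMC excited at 355 nm; 0% = enzyme without compound and 100% = no enzyme blank; many of its hits are not listed in these tables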
Active calls of the source: *; . = not tested or not shown; & = joins results of further samples; [ ] = another dose, or the depositor's remark.

SMILES	zVAD death inh	TbHK1 inh	TNF death inh	Wee1 degr inh	CHOP inhibitor	PPC-1+TRAIL kill	EP2 antag	FXIIa inh	FXIa inh
Cc1cc2cc(CCNC(=O)c3cccs3)c(=O)[nH]c2cc1C	.	-7	-4.3	3	6	8	5	3	-1
O=C(Nc1ncc2c(n1)CC(c1ccccc1)CC2=O)c1ccco1 (stereo not given)	0.2	3	-0.8	-2	9	17	4	-7	-7
Cc1nc2ncnn2c(C)c1CCC(=O)N1CCOCC1	0.4	5	-1.3	5	-9	9	3	10	0
CC(C)CC(=O)NC(=S)Nc1ccc(S(=O)(=O)N2CCN(C)CC2)cc1	0.4	9	2.0	2	4	36	5	6	4
Nc1cccc(C(=O)O)c1	3.5	-3	1.4	-3	0	1	13	9	2
Cc1cc2oc(C(=O)Nc3ccc(S(N)(=O)=O)cc3)c(C)c2cc1Cl	5.6	-26	1.0	-2	31	-13	9	11	0
CC(C)=CCCC1(C)C=Cc2c(c(C)cc3c2[nH]c2cc(O)ccc23)O1 (stereo not given)	0.5	4	-8.1	.	104*	-7	14	13	6
CC1CCCCC1NC(=O)c1ccc2c(c1)[nH]c(=O)n2C1CCCC1 (stereo not given)	1.4	1	-2.7	-1	32	6	18	7	-5
N=C1CCC(=N)c2c1c(O)c1ccccc1c2O	1.4	-8	-12	0	10	7	13	12	11
CCc1ccc(-c2cc(N)n(-c3ccccc3)n2)cc1	0.0	8	4.5	3	-29	43[5 µM]	9	11	12
O=C(N1CCOCC1)N1CCN(S(=O)(=O)N2CCCCC2)CC1	-0.6	1	-1.0	-2	-3	20	13	20	10
CC(=O)Nc1ccc(S(=O)(=O)NCCC(=O)OCCN2C(=O)c3ccccc3C2=O)cc1	0.2	2	-3.3	0	-1	9	1	1	1
O=C(CN1CCN(Cc2ccc(Cl)cc2)CC1)N/N=C/c1ccccc1F	0.5	-12	-2.6	5	8	-22	7	13	3
CC1CC(=O)C2=C(C1)Nc1ccccc1N(C(=O)COc1ccccc1)C2c1ccco1 (stereo not given)	-0.1	-26	-0.9	-3	15	5	12	19	8
Cc1nc2c(C(=O)NCCC(C)C)c[nH]n2c(=O)c1Cl	.	-6	1.1	2	20	1	5	12	4
CN(C)S(=O)(=O)c1ccc2oc(SCC(=O)NCC(F)(F)F)nc2c1	-0.5	29	1.3	3	25	13	10	21	19
FC(F)(F)c1ccc(Sc2n[nH]c(C(F)(F)F)n2)nc1	-0.3	10	0.4	-1	-1	2	9	5	12
CC1(C)CC2CC(C)(CN2S(=O)(=O)c2ccc(C(=O)Nc3ccc(Cl)c(S(=O)(=O)N4CCOCC4)c3)cc2)C1 (stereo not given)	1.4	-5	-18	2	64	25	-11	15	5
COc1ccc(-c2cc(-c3ccccc3)n3ncnc3n2)cc1	0.9	-28	-2.8	-1	13	14	15	-4	-9
CCN=C(NCC)SC1CC(=O)N(c2cccc(OC)c2)C1=O (stereo not given)	3.8	0	1.0	-1	-2	15	7	9	4
Cc1ccc(C(=O)CNc2ccccc2C)cc1	1.6	1	0.9	2	-12	6	5	5	2
CCOc1cc(/C=N/O)cc(Cl)c1OC	0.2	3	-0.4	2	56	12	8	11	-14
COc1ccc(NC(=O)CCC(=O)N/N=C/c2ccc([N+](=O)[O-])s2)cc1	-0.7	-9	-13	2	-65	1	12	-8	-6
Cc1cccc(N(CC(=O)NC(C)(C)C)C(=O)CNC(=O)c2cccs2)c1C	0.1	-15	0.2	-3	3	24	8	8	-1
CC(=O)N/C(=C/c1ccc(Cl)cc1)C(=O)NCCc1c[nH]c2ccccc12	0.4	0	-4.9	2	25	5	.	18	-1

(list continues)
SMILES	zVAD death inh	TbHK1 inh	TNF death inh	Wee1 degr inh	CHOP inhibitor	PPC-1+TRAIL kill	EP2 antag	FXIIa inh	FXIa inh
CN(CCc1ccccn1)S(=O)(=O)c1ccc(F)cc1	-0.5	4	0.2	-3	9	16	12	5	-10
Cc1cc([N+](=O)[O-])ccc1NC(=O)c1cncc(Br)c1	2.6	6	1.2	-2	3	21	2	7	-2
COc1ccc(NC(=O)CSc2nc3c(c(=O)n2-c2ccc(F)cc2)SCC3)c(OC)c1	0.4	-10	0.7	-1	65	-4	11	-9	-10
O=C(CSc1nc(-c2ccccc2)nc2ccc(F)cc12)Nc1ccc(C(=O)O)cc1	8.2	-9	0.1	-3	31	1	5	10	3
CC(C)c1ccc(N2C(=O)CSC23C(=O)N2CCCc4cccc3c42)cc1 (stereo not given)	-0.1	5	1.2	-2	31	11	7	15	-13
CCOC(=O)c1sc2nc(NC(=O)C3CCCCC3)sc2c1C	1.6	-11	1.0	0	42	0	7	3	-3
CCCN(CCC)C(=O)c1c(C)[nH]c(C(=O)OCC)c1C	0.9	-2	5.2	-1	36	19	10	1	-9
O=C(Oc1cccc2c(OC(=O)N3CCOCC3)cccc12)N1CCOCC1	-0.3	1	-2.1	-2	-4	-12	7	20	-9
CCCCCc1c(C)nc(Nc2nc(C)c3cc(OC)ccc3n2)[nH]c1=O	0.7	-31	-3.7	1	90*	8	7	15	0
Cc1ccc(OC(=O)c2cccc(S(=O)(=O)N(C)C)c2)c(-n2nc3ccccc3n2)c1	-0.8	-20	-11	1	7	28	15	24	6
CCC1(C)Cc2c(sc3nc(SC)nc(NCCN(C)C)c23)CO1 (stereo not given)	0.8	8	0.4	1	20	-8	2	-2	-7
COC(=O)c1cc(OC)c(OC)cc1NC(=O)c1ccc(OC)cc1	0.3	-2	-2.3	-3	-23	10	2	17	5
Cc1ccc2[nH]c3c(NCCCN4CCCC4=O)ncnc3c2c1	0.1	-14	-3.4	-2	3	-6	15	8	4
O=C(N=C1c2ccccc2CN1c1ccc(F)c(F)c1)c1cccnc1	2.7	-1	-1.5	4	14	42	10	10	0
CCCCCC(=O)Nc1ccc(N2CCN(S(C)(=O)=O)CC2)cc1	-0.1	2	1.1	1	29	-16	7	-14	-9
COC(=O)c1c(NC(C)=O)sc(C(=O)Nc2ccccc2F)c1C	-0.1	-3	0.2	1	-11	5	8	0	-6
Cc1c(C(=O)O)sc(S(=O)(=O)N2CCNCC2)c1C(=O)O	0.4	-9	1.3	2	-1	6	3	-1	1
CCOC(=O)c1sc(NC(=O)CCN2CCCCCC2)c(C(=O)OCC)c1C	-1.0	12	2.4	0	21	3	4	14	4
COc1ccc(-c2nc(-c3cccs3)c(-c3cccs3)[nH]2)cc1O	4.3	-18	-1.9	0	6	20	26	13	5
Cc1ccc(S(=O)(=O)c2ccc(Oc3cccc(C)c3)cc2)cc1	0.6	8	-1.8	-2	15	5	8	12	4
O=C(N/C(=C/c1cccnc1)C(=O)N1CCOCC1)c1ccccc1	0.1	33	1.2	1	4	13	5	9	2
Cc1noc(C)c1S(=O)(=O)N1CCC(C(=O)NCCc2ccc(S(N)(=O)=O)cc2)CC1	0.9	-5	0.5	0	-14	16	6	16	9
COc1ccc(NC(=O)C(CC(C)C)NS(=O)(=O)c2ccc3c(c2)CCN3C(C)=O)cc1OC (stereo not given)	0.8	-5	-1.5	0	25	-10	7	20	3
O=C1NC(c2ccc(Br)cc2)=N/C1=C/c1ccco1	-0.3	6	-2.4	0	66	3	9	9	19
O=C(CN(CCc1ccccc1)S(=O)(=O)c1ccc(Br)cc1)N/N=C/c1ccc2c(c1)OCO2	0.5	-9	3.3	-1	27	9	8	6	8

Some of these compounds in order of their number in FXIa inh, rising.
Molecule,FXIa inh
CN(CCc1ccccn1)S(=O)(=O)c1ccc(F)cc1,-10
COC(=O)c1c(NC(C)=O)sc(C(=O)Nc2ccccc2F)c1C,-6
Cc1cc([N+](=O)[O-])ccc1NC(=O)c1cncc(Br)c1,-2

Single entries from the entries so far.
Result for O=C(CN(CCc1ccccc1)S(=O)(=O)c1ccc(Br)cc1)N/N=C/c1ccc2c(c1)OCO2 under PPC-1+TRAIL kill: 9
Result for FC(F)(F)c1ccc(Sc2n[nH]c(C(F)(F)F)n2)nc1 under Wee1 degr inh: -1
Result for Cc1nc2ncnn2c(C)c1CCC(=O)N1CCOCC1 under Wee1 degr inh: 5
Result for Nc1cccc(C(=O)O)c1 under FXIa inh: 2

Following part
SMILES	zVAD death inh	TbHK1 inh	TNF death inh	Wee1 degr inh	CHOP inhibitor	PPC-1+TRAIL kill	EP2 antag	FXIIa inh	FXIa inh
C=CCNC(=O)COC(=O)/C=C/c1cccs1	1.0	-13	0.4	1	-18	13	7	6	-1
CCNC(=S)N(Cc1cc2cc(C)cc(C)c2[nH]c1=O)C1CCCC1	3.0	21	4.0	-3	31	6	12	2	-3
CCOC(=O)C1CCN(C(=O)CN(c2cccc(C(F)(F)F)c2)S(C)(=O)=O)CC1	0.5	-3	-1.7	0	35	2	18&10	14	1
N#CCC1c2ccccc2CCN1C(=O)Nc1cccc(Cl)c1 (stereo not given)	0.4	0	-1.2	-2	49	2	7	18	-1
Cc1ccc2cc(CN(Cc3cccs3)Cc3nnnn3CC3CCCO3)c(=O)[nH]c2c1C (stereo not given)	-0.2	-29	-1.2	0	27	24	11	15	0
Cc1ccc(CNC(=O)C2CCN(S(=O)(=O)N3CCC4(CC3)OCCO4)CC2)cc1	.	-6	0.7	3	22	16	6	10	0
Cc1ccc(N(CC(=O)Nc2ccc(F)cc2)S(=O)(=O)N2CCCC2)cc1	-0.2	1	-0.9	1	68	12	7	10	1
CC(=O)N(C1=C(N2CCOCC2)C(=O)c2ccccc2C1=O)c1ccc(C(=O)O)cc1	0.9	-7	-4.9	-2	-1	3	3	17	-4
COc1ccccc1N(O)C1CC(=O)N(c2ccc(F)cc2)C1=O (stereo not given)	0.9	-2	3.9	-2	20	22	10	16	6
O=C(CCCO)NNc1c2ccccc2nc2ccccc12	1.1	2	1.1	2	16	12	2	10	0
Cc1cccn2c(Nc3ccccc3)c(-c3ccccn3)nc12	-3.1	-3	-0.2	6	-71	5	8	4	-10
CCN1C(=O)C2(C(C(=O)c3cc4ccccc4o3)=C(O)C(=O)N2CCCN2CCOCC2)c2ccccc21 (stereo not given)	0.2	-24	1.7	-3	-8	8	17	3	-1
CC(C)Cn1c(CNC(=O)c2ccccc2)nc2ccccc21	2.0	-4	3.8	1	9	9	4	-8	4
CCCCOC(=O)CSC1=C(C#N)C(c2ccc3c(c2)OCO3)CC(=O)N1 (stereo not given)	-0.8	-3	1.0	-1	36	19	17	-7	-6
c1ccc2[nH]c(SCc3ccc(-c4nnco4)cc3)nc2c1	0.2	-1	-7.1	-1	-30	9	9	1	-7
Cc1ccc(-n2nnnc2SCC(=O)Nc2c(C)n(C)n(-c3ccccc3)c2=O)cc1	-0.6	0	-2.4	0	29	4	6	9	-19
CCC(=O)N(Cc1ccc2c(c1)OCO2)Cc1cc2cc(OC)ccc2[nH]c1=O	0.2	-15	-3.7	3	45	-15	5&11	20	11
O=C(Nc1ccccc1F)c1ccncc1	-1.1	5	-4.1	-1	-9	28	8	13	1
CCC(C)[C@@H](C(=O)N1CCNCC1)n1cc(CCCN=C(N)N)nn1 (stereo not given in full)	-0.6	-9	0.7	2	-4	-2	6	7	1
COc1cccc(-c2nnc(N)o2)c1	0.2	-4	1.0	2	-3	-2	8	8	2
CCCCCCC(=O)Nc1c2c(nc3ccccc13)N(C)CC2	-0.2	-18	3.3	1	4	-3	16	11	9

Assay outcomes: PubChem, several laboratories

Not all compounds are listed (hit frequency here may not be typical).
